Screens: PubChem, National Center for Advancing Translational Sciences (NCATS)
LmPK inh – blocks Leishmania mexicana pyruvate kinase activity; Q27686; purified LmPK, Kinase-Glo ATP luminescence, 1 h; Potency, µM (top dose mostly 57.5 µM), for inactives: at the highest dose activity change, negative = inhibition, most hits filed as inhibitors; 0.37% of 290,000 active; AID 1721; also: potency is read from the fitted curve at half-maximal effect
Target sequence (Q27686 whole entry, looked up): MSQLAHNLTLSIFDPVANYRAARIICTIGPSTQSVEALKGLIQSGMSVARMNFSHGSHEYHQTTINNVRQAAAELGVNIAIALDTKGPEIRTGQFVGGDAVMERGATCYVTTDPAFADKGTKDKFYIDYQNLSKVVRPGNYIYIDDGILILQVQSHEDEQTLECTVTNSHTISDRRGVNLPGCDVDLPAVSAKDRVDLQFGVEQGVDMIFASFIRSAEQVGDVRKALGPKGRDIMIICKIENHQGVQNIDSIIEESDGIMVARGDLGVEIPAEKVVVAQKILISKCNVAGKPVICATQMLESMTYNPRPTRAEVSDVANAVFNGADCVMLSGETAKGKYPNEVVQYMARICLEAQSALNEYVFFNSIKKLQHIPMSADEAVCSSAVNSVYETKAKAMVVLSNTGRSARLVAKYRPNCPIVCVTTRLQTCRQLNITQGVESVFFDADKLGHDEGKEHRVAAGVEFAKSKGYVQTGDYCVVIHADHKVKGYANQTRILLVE
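In 50 mM imidazole pH 7.2 with 7 mM MgCl2, LmPK (0.1 nM) turned over PEP (0.5 mM) and ADP (0.1 mM) for 1 h at room temperature. Luciferase read-out of ATP.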
HCV inh – HCV inhibition | Huh7.5.1 HCVcc-Cre infection, luciferase reporter, 44 h | Potency, µM (doses to about 41.8 µM), inactives show top-dose activity change, negative = inhibition, actives largely listed as inhibitors | 3.4% of 340,000 active; also: potency is read from the fitted curve at half-maximal effect
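Cells seeded at 1,000/well and cultured 4 h, then compounds added followed by HCVcc-Cre virus (~0.5 moi). After 44 h further culture, luciferase substrate was added, plates held 15 min at room temperature, and luminescence read for 15 sec.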
AMA1-RON2 inh – disrupts binding of P. falciparum AMA1 to RON2. 0.2% of 360,000 active. AlphaScreen AMA1-biotinylated RON2 peptide binding. Potency, µM (top dose mostly 58.2 µM), for the others: at the highest dose activity change, negative = inhibition, hits mostly inhibitors. AID 720542;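 also: potency is read from the fitted curve at half-maximal effect; 0% = vehicle wells and -100% = peptide control; nearly all actives have a fitted effect of over 45% in size; some results filed as inactive show a strong effect at the top dose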
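AMA1 (3D7) with his tag at 25 nM final met compounds first, then biotinylated RON2 peptide at 25 nM; detection used donor plus acceptor beads, 10 µg/mL apiece, read by AlphaScreen after 30 min at room temperature.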
AmpC inh no detg – AmpC beta-lactamase inhibition without detergent. AmpC nitrocefin hydrolysis, absorbance 480 nm, 0.0001% Triton. 0.52% of 330,000 active. P00811. Potency, µM (titrated, usually from 57.1 µM), for inactives: at the highest dose activity change, negative = inhibition, usual class: inhibitors;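 also: potency is read from the fitted curve at half-maximal effect; plate controls were no compound for no effect and no enzyme for full effect; nearly all actives have a fitted effect of over 20% in size; some results filed as inactive show a strong effect at the top dose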
Target sequence (P00811 whole entry, looked up): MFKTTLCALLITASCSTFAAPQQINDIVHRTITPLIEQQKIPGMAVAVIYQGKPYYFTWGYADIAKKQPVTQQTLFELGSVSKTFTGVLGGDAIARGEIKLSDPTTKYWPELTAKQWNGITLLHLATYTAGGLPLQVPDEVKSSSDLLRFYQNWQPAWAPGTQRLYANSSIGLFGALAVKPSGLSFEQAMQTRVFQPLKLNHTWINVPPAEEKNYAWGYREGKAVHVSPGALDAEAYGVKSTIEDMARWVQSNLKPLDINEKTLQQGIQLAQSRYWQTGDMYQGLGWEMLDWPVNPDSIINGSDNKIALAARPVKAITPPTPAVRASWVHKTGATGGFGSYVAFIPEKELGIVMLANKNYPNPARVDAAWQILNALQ
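AmpC (5.3 nM in the dispensed reagent) in 20 mM phosphate pH 7.0 with 0.01% (detergent screen) or 0.0001% Triton X-100 was preincubated with compounds for 15 min at room temperature. Nitrocefin was then added from an 800 uM solution, and hydrolysis was followed at 480 nm.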
HCMV inh – inhibitors of human cytomegalovirus. HFF cells, HCMV-luciferase reporter, 72 h; active compounds read low. activity change, negative = inhibition, % at 57.5 µM. 4.5% of 410,000 active; in the data active = activity change below about -60%; inconclusive = no clear call, values can overlap the other calls; inactive = above about -39%
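Two-dose cell screen: HFF monolayers treated with compounds and infected with luciferase-expressing HCMV at 1 PFU/cell, 72 h at 37C, then lysed for luciferase measurement.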
TbPYK inhibitor – inhibitors of Trypanosoma brucei pyruvate kinase; Q57TT1; Potency, µM (doses to about 76.8 µM), without a hit: top-dose activity, negative = inhibition, usual class: inhibitors; TbPYK enzyme, Kinase-Glo Plus ATP luminescence, 45 min; 0.12% of 410,000 active; also: potency is read from the fitted curve at half-maximal effect; nearly all actives have a fitted effect of over 50% in size
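Activity of T. brucei pyruvate kinase was followed by Kinase-Glo Plus luminescence after the enzyme reacted 45 min at room temperature with 130 uM ADP (final) and substrate. Test compounds were added before ADP at multiple concentrations.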
AmpC detergent – inhibitors of E. coli AmpC beta-lactamase with detergent. AmpC hydrolysis of nitrocefin, absorbance 480 nm, 0.01% Triton. Potency, µM (titrated, usually from 114 µM), for inactives: at the highest dose activity change, negative = inhibition, usual class: inhibitors. 0.041% of 370,000 active. AID 485294;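 also: potency is read from the fitted curve at half-maximal effect; 0% = no-compound wells and -100% = no-enzyme wells; nearly all actives have a fitted effect of over 25% in size; some results filed as inactive show a strong effect at the top dose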
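AmpC (5.3 nM in the dispensed reagent) in 20 mM phosphate pH 7.0 with 0.01% (detergent screen) or 0.0001% Triton X-100 was preincubated with compounds for 15 min at room temperature. Nitrocefin was then added from an 800 uM solution, and hydrolysis was followed at 480 nm.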
Numbers without * were called inactive; u = inconclusive; x = no result given; & = joins results of further samples; [ ] = dose if it differs, or a comment. Unless noted, calls follow the shape of the dose curve; as a rule, active = well fitted curve in the direction sought with a large enough effect; inconclusive = small, poorly fitted or top-dose-only effect, or another doubt; inactive = no such curve, though single readings can be large; an effect the other way counts as inactive or inconclusive. Unless noted, % is scaled to controls: 0 for no effect and ±100 for the full control effect.

SMILES | LmPK inh | HCV inh | AMA1-RON2 inh | AmpC inh no detg | HCMV inh | TbPYK inhibitor | AmpC detergent
CCn1c(N)[n+](CC(=O)Nc2ccc(SC(F)F)cc2)c2ccccc21 | 5.1% | u | u | -2.5% | u | -0.2% | 5.0%
CC(=O)NC(=S)Nc1ccc(NC(=O)COc2ccc(Cl)cc2Cl)cc1 | 1.5% | u | 15.8% | -22.8% | -13.6 | 6.2% | -1.8%
O=C(/C=N/O)NCCN1CCCCC1 | -7.6% | 5.5% | -0.5% | -8.3% | 71.6 | 7.7% | 0.2%
Cc1nn(C)c(Cl)c1/C=C/C(=O)O | -4.4% | -10.4% | -18.8% | -3.8% | -38.6 | 4.9% | 2.2%
Oc1ccc(NC(=S)Nc2ccccc2)cc1 | 0.3%&5.4% | -4.1%&14.1% | 25.6%&27.7% | -24.3%&-25.4% | u | -1.5%&-11.4% | -10.1%&5.4%
CC(=O)NC(Cc1cccc(F)c1)C(=O)NC1CCN(C(=O)Nc2ccccc2)CC1 (configuration not stated) | 3.3% | 18.2% | -3.2% | -6.8% | 0.5 | -2.6% | u
CN(C)CC(=O)Nc1ccc(Oc2ccc(Cl)cc2)cc1 | 1.0% | u | 14.0% | 52.2% | -18.6 | 3.0% | -3.8%
O=C(c1ccccc1-c1nc2ccccc2[nH]1)N1CCOCC1 | -0.6% | 7.4% | -2.0% | -16.6% | -7.6 | -1.8% | u
CCC(C)(C)NC(=O)C(c1sccc1C)N(Cc1ccco1)C(=O)c1csnn1 (configuration not stated) | -0.4% | 0.2% | -11.4% | 12.8% | -35.6 | -0.8% | 1.6%
Cc1nc(S/C(=C/c2ccc(-c3ccc(Cl)cc3)o2)C(=O)O)n[nH]1 | -3.8% | 17.2% | 3.6% | -22.6% | 19.6 | -6.1% | u
Cc1ccccc1-n1c(SCC(=O)NCC2CCCO2)nnc1-c1ccncc1 (configuration not stated) | x | 11.6% | -2.7% | -18.8% | 12.7 | 0.3% | x
COc1ccccc1NC(=O)NCC(=O)Nc1ccc(F)c(F)c1 | -0.1% | -5.5% | -13.2% | -17.7% | 68.7 | -0.5% | u
CCOC(=O)C1=CN(Cc2ccco2)S(=O)(=O)NC1c1ccc(C(F)(F)F)cc1 (configuration not stated) | x | 13.0% | -2.1% | -4.0% | 11.9 | 0.4% | x
O=C1NC2=C(C(=O)OC2)C(c2ccc(OC(F)(F)F)cc2)N1 (configuration not stated) | 0.1% | 34.3%[activator] | 8.4% | -15.8% | 8.8 | 0.9% | -5.3%
O=C(NC1CC1)C1=C[C@@H](c2ccc(Br)cc2)C[C@@H](OCc2ccc(CO)cc2)O1 | 1.5% | -20.4% | -0.2% | 170.7%[activator] | 9.2 | 1.7% | 0.5%
CCC(=O)Oc1c(Sc2ccc(C)cc2)c(C)nn1-c1ccccc1 | x | x | x | x | 0.0 | -14.9% | 2.3%
Cc1ccc(CN(c2ccc(C(=O)NCC3CCCO3)cc2)S(C)(=O)=O)cc1 (configuration not stated) | 1.5% | 0.9% | -7.2% | 82.8%[activator] | u | 2.6% | 4.6%
CSc1ccccc1NC(=O)Nc1cccc(F)c1 | -28.1% | -5.1% | 1.0% | -33.5% | u | -4.2% | 8.2%
CN(C)c1ccc(-c2nc(-c3cccs3)c(-c3cccs3)[nH]2)cc1 | x | x | x | x | -0.8 | -14.5% | u
CC(=O)c1cccc(NC(=O)CN(C)S(=O)(=O)c2ccc3c(c2)CC(C)N3C(C)=O)c1 (configuration not stated) | 3.1% | -28.3% | -10.6% | -3.8% | -33.3 | 8.4% | u
CCC1Nc2ncnc(N3CCCCC3)c2N(Cc2ccccc2)C1=O (configuration not stated) | x | -16.3% | 14.5% | 3.1% | 19.1 | 7.6% | u
CN1CCN(Cc2c(O)ccc3cc(-c4ccccc4)c(=O)oc23)CC1 | x | x | x | x | 33.7 | -3.2% | 14.3%
COC(=O)c1ccc(NC(=O)CCN2CCOCC2)cc1 | -3.4% | 13.6% | 3.7% | -7.1% | -5.9 | 0.5% | 2.7%
COc1ccccc1-c1nc(SCC(=O)N2CCOCC2)n[nH]1 | 1.7% | 7.6% | 2.2% | -10.0% | 41.3 | -3.4% | -10.9%
Cc1ccc(C)c2[nH]c(=O)c(CN(CCN3CCOCC3)Cc3nnnn3CC3CCCO3)cc12 (configuration not stated) | 1.9% | -3.6% | 0.0% | 54.0% | -27.1 | -10.1% | -9.0%

Shown in markdown: part of the list above
| compound | LmPK inh | HCV inh | AMA1-RON2 inh | AmpC inh no detg | HCMV inh | TbPYK inhibitor | AmpC detergent |
| --- | --- | --- | --- | --- | --- | --- | --- |
| CCn1c(N)[n+](CC(=O)Nc2ccc(SC(F)F)cc2)c2ccccc21 | 5.1% | u | u | -2.5% | u | -0.2% | 5.0% |
| CC(=O)NC(=S)Nc1ccc(NC(=O)COc2ccc(Cl)cc2Cl)cc1 | 1.5% | u | 15.8% | -22.8% | -13.6 | 6.2% | -1.8% |
| O=C(/C=N/O)NCCN1CCCCC1 | -7.6% | 5.5% | -0.5% | -8.3% | 71.6 | 7.7% | 0.2% |
| Cc1nn(C)c(Cl)c1/C=C/C(=O)O | -4.4% | -10.4% | -18.8% | -3.8% | -38.6 | 4.9% | 2.2% |
| Oc1ccc(NC(=S)Nc2ccccc2)cc1 | 0.3%&5.4% | -4.1%&14.1% | 25.6%&27.7% | -24.3%&-25.4% | u | -1.5%&-11.4% | -10.1%&5.4% |
| CC(=O)NC(Cc1cccc(F)c1)C(=O)NC1CCN(C(=O)Nc2ccccc2)CC1 (configuration not stated) | 3.3% | 18.2% | -3.2% | -6.8% | 0.5 | -2.6% | u |
| CN(C)CC(=O)Nc1ccc(Oc2ccc(Cl)cc2)cc1 | 1.0% | u | 14.0% | 52.2% | -18.6 | 3.0% | -3.8% |
| O=C(c1ccccc1-c1nc2ccccc2[nH]1)N1CCOCC1 | -0.6% | 7.4% | -2.0% | -16.6% | -7.6 | -1.8% | u |

Later entries
SMILES | LmPK inh | HCV inh | AMA1-RON2 inh | AmpC inh no detg | HCMV inh | TbPYK inhibitor | AmpC detergent
Cc1cccc(OCC(O)Cn2ccnc2C)c1 (configuration not stated) | 0.3% | 9.6% | -3.1% | 23.0% | 31.6 | 1.8% | -0.8%
CC(C)CN1CCC(=O)N(CCO)CC1 | -1.9% | 23.4% | -3.7% | -12.6% | 36.8 | 1.9% | 2.4%
O=c1oc2ccccc2c(Nc2ccccc2O)c1[N+](=O)[O-] | -3.7% | u | -16.2% | -23.7% | -30.3 | 7.1% | 6.2%
CCOc1ccc(N(CC(=O)NC2CC3CCC2C3)S(=O)(=O)c2ccccc2)cc1 (configuration not stated) | -7.2% | -15.8% | 6.7% | 35.4% | -38.8 | -12.8% | -4.8%
O=C(CSc1nc2ccccc2nc1Cc1ccccc1F)Nc1cccc(C(F)(F)F)c1 | x | x | x | x | 3.7 | -11.9% | u
Cc1cc(NC(=O)c2ccc(Cl)cc2Cl)n(CCC#N)n1 | 0.3% | 3.0% | -21.3% | -1.9% | -0.9 | -8.9% | -1.2%
O=C(c1cccc(NS(=O)(=O)c2ccc(F)c(F)c2)c1)N1CCN(Cc2ccccc2)CC1 | 1.9% | 4.2% | 9.5% | 22.9% | 32.5 | -6.9% | -1.4%
COc1ccc(-n2nc(C(=O)NCC(=O)N3CCN(c4ccccc4)CC3)c3ccccc3c2=O)c(OC)c1 | -3.1% | 2.5% | -3.3% | 109.3%[activator] | 76.2 | 0.2% | -9.1%
FC(F)Sc1ccc(-n2cc(-c3ccccc3)[n+]3c2CCC3)cc1 | 0.2% | u | 10.4% | -13.4% | -39.6 | -14.3% | 10.4%
CC1(C(=O)O)CCCN(C(=O)c2ccc(OC(F)F)cc2)C1 (configuration not stated) | x | x | -4.0% | x | -2.4 | 2.9% | x
Cc1ccc(S(=O)(=O)c2cn(CC(=O)Nc3ccc4c(c3)OCO4)c3ccccc3c2=O)cc1 | x | x | x | x | 7.8 | 4.2% | 2.4%
Oc1c(C(c2ccccc2Cl)N2CCCC2)ccc2cccnc12 (configuration not stated) | 0.2% | 10µM* | -16.0% | -31.6% | -5.2 | 41.7%[activator] | 2.6%
Nc1ccccc1Cl | x | 9.3% | -4.3% | -11.5% | u | 3.8% | -5.3%
CCC(Sc1nc2ccccc2c(=O)[nH]1)C(=O)O (configuration not stated) | -5.8% | -1.2% | -1.4% | -23.9% | 44.0 | x | 4.6%
CCS(=O)(=O)c1nc(S(=O)(=O)c2ccc(C)cc2)c(N2CCCCCC2)s1 | x | x | -4.9% | x | -3.9 | 2.5% | x
COc1cc(NC(=O)CCC(=O)Nc2ccc3nc(N4CCOCC4)cc(C)c3c2)cc(OC)c1OC | 0.4% | u | -10.3% | 74.1%[activator] | -12.6 | -0.5% | 8.1%
O=S(=O)(NCCS(=O)(=O)N1CCN(c2cccc(Cl)c2)CC1)c1ccc(F)cc1 | x | x | x | x | -38.7 | 0.1% | 26.6%
Cc1nc2ccccc2nc1CSc1nncs1 | -4.0% | -8.5% | -3.6% | -18.2% | 32.4 | -9.9% | 1.5%
CC(=O)Oc1ccc(-c2csc(Nc3ccc(S(N)(=O)=O)cc3)n2)cc1 | 2.7% | u | -7.6% | -2.9% | -15.7 | -1.7% | -3.5%
COc1ccc(OC)c(C2CC(c3ccccc3)=NN2C(=S)Nc2ccccc2)c1 (configuration not stated) | 2.5% | -4.2% | -0.1% | -16.6% | -11.2 | 2.6% | 7.6%
COC(=O)[C@@]1(Sc2ccc(C)cc2)CC(=O)N(P(=O)(OC)OC)[C@@H]1c1ccccc1 | x | x | -1.3% | x | -16.5 | -10.2% | x
OC1/C(=C/c2ccc(F)cc2)N2CCC1CC2 (configuration not stated) | -3.7% | -16.2% | 0.0% | -8.9% | -8.2 | -4.4% | u
Cc1cccc(NC(=O)CSCc2cc(=O)n3ccsc3n2)c1C | -7.2% | 14.8% | 13.5% | 6.2% | x | 3.0% | -5.5%
O=C(Cc1c(F)cccc1Cl)NCCc1c[nH]c2ccccc12 | 0.9% | -9.4% | 0.5% | -45.3% | -31.2 | 2.2% | 3.1%
COc1ccc(N2CCN(C(=O)C3CCN(C(=O)c4ccc([N+](=O)[O-])cc4)CC3)CC2)cc1 | -3.1% | -6.3% | -8.8% | 131.2%[activator] | -26.5 | -1.4% | -12.3%
O=c1[nH]cnc2c1sc(=S)n2-c1ccccc1 | 0.7% | 18.4% | -6.5% | 0.2% | -11.0 | -13.9% | 1.0%
